eIF4E-4G inh: eIF4E–eIF4G protein interaction inhibitors, primary screen, biochemical, uHTS, TR-FRET, eIF4GI fragment; Eukaryotic translation initiation factor 4E (Mus musculus) + Eukaryotic translation …; TR-FRET eIF4E-eIF4GI(517-606) binding, 2 h; inhibition, % at 21.7 µM; 220,000 compounds, 0.37% hits; AID 782, 2007;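 active means inhibition above about 30%, limit read from the data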;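 further: 0% = full FRET control wells and 100% = background wells lacking eIF4GI fragment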
PERK inhibitor: block of dimerizer-induced PERK translation repression, primary screen, PERK inhibitor project, CHO PERK-DD cells, SEAP luminescence, HTS; Eukaryotic translation initiation factor 2-alpha kinase 3 (Homo sapiens), Q9NZJ5; CHO PERK-DD fusion, SEAP luminescence translation reporter; inhibition, % at 5.6 µM; 220,000 compounds, 0.17% hits; AID 1416, 2008;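 active means inhibition above the mean inhibition of all tested compounds plus 3 SD, set separately per screening campaign, cut at about 2.9% in these data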;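 further: PERK kinase domain activated by AP20187 dimerizer at 100 nM; 0% = DMSO with dimerizer and 100% = rapamycin at 8.4 µM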
Wee1 stabilizer: Wee1 degradation inhibitors, primary screen, cell-based, HeLa, Wee1K328M-luciferase, luminescence; Wee1-like protein kinase (Homo sapiens), P30291; HeLa Luc-Wee1K328M stability; 100% = proteasome inhibitor MG132 effect; reporter increase, % at 5 µM; 220,000 compounds, 1.2% hits; AID 1321, 2008;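 active means activation above the mean of all tested compounds plus 3 SD, set per screening run, cut at about 8.8% in these data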;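 further: cells exposed to compound for 20 h before luminescence read; 0% = DMSO alone and 100% = MG132 at 30 µM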
Target sequence (P30291 whole entry K328M): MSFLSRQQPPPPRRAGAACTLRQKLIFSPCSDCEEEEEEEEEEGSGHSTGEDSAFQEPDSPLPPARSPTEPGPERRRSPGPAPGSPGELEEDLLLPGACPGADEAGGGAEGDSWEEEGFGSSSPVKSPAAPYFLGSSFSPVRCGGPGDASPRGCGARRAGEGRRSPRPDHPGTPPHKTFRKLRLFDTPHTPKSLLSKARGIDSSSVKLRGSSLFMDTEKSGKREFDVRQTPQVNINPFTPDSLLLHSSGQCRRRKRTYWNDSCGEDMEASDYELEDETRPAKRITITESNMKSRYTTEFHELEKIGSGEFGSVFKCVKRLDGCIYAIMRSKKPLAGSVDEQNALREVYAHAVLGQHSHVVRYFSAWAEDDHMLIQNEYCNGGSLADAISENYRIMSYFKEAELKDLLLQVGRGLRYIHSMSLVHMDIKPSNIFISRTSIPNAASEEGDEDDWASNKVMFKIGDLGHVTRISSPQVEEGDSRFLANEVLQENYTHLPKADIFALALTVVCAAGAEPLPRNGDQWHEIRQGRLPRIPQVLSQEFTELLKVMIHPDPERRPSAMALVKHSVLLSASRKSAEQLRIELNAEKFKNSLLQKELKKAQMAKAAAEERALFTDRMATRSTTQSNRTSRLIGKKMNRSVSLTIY
NPY2 pot ag: NPY-Y2 potentiators or agonists, primary screen, cell-based | cells expressing NPY-Y2, potentiator/agonist read-out | activation, % at 3.6 µM | 220,000 compounds, 0.45% hits; in the data active means activation above about 27%;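 further: cells stimulated with NPY near EC25 plus isoproterenol at EC100; 0% = vehicle plus submaximal agonist and 100% = vehicle plus saturating agonist; some results beyond the cut were filed as inactive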
MDM2 E3 inh: MDM2-luciferase reporter signal enhancers, primary screen, MDM2 E3 ligase inhibitor project, cell-based, luminescence, 1536-well | cell-based MDM2 ubiquitination luciferase reporter, 2 h; 0 = plate control, 100 = twice control, blank-subtracted | AID 1230, 2008 | E3 ubiquitin-protein ligase Mdm2 (Homo sapiens), Q00987 | signal enhancement, % at 5 µM | 210,000 compounds, 0.11% hits;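 active means signal enhancement of 30% or more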;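 further: luminescence tracks abundance of the self-degrading MDM2-luciferase fusion protein; higher signal means inhibition of MDM2 E3 ligase activity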
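test system = mammalian cells stably expressing self-ubiquitinating, self-degrading MDM2 E3–luciferase fusion | quantity = 2000 cells/well | incubation = cell settling 4 h, compound treatment 2 h, both 37 °C | signal = luminescence with SteadyLite reagent, 15 min at room temperature | evaluation = % enhancement relative to plate controls after blank subtraction | benchmarks = plate controls and plate blanks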
S1P4 antagonist: S1P4 receptor antagonists, primary screen, cell-based. inhibition, % at 4.98 µM. AID 1510, 2009. S1P4-expressing cells, antagonist mode, reporter read-out. 220,000 compounds, 0.26% hits; in the data active means inhibition above about 29%;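 further: 0% = wells stimulated with agonist and 100% = vehicle wells without agonist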
Target sequence (O95977 whole entry, looked up): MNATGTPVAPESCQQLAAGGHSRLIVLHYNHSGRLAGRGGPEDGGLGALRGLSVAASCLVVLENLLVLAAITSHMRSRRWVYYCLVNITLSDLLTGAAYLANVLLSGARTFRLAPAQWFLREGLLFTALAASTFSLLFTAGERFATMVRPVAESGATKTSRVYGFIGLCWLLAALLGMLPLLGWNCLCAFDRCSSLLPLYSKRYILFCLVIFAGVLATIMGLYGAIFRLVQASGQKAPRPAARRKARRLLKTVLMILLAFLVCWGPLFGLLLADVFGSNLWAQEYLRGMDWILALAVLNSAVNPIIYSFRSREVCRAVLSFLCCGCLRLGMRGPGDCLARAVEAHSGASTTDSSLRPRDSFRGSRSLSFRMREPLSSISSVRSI
S1P4 agonist: S1P4 receptor agonists, primary screen, cell-based; S1P4-expressing cell line, agonist reporter assay; activation, % at 4.98 µM; 220,000 compounds, 0.35% hits; in the data active means activation above about 11%;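 further: 0% = DMSO vehicle and 100% = reference agonist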
BaF3 parental: parental Ba/F3 cell viability inhibition, counter-screen for JAK2V617F inhibitor project, murine pro-B, CellTiter-Glo luminescence | inhibition, % at 5.6 µM | CellTiter-Glo ATP luminescence | 220,000 compounds, 1.1% hits;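 active means inhibition above a per-campaign cutoff, the mean inhibition of all tested compounds plus 3 SD, cut at about 27% in these data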;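 further: 0% = DMSO wells and 100% = JAK Inhibitor I control wells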
Ba/F3 V617F tox: reduced viability of JAK2V617F-dependent Ba/F3 cells, primary screen, JAK2V617F inhibitor project, cell-based, Ba/F3 EpoR-JAK2V617F, luminescence | ATP luminescence | inhibition, % at 5.6 µM | 220,000 compounds, 1.1% hits;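 active means inhibition above the campaign mean plus 3 SD over all tested compounds, cut at about 24% in these data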;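 further: cytokine-independent growth of Ba/F3 cells driven by EpoR plus mutant JAK2; 0% = DMSO-treated cells and 100% = JAK inhibitor I control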
* = called active by the depositor; . = not tested or not shown; [ ] = remark or other dose. Not a hit list (roughly 4.1% active in at least one column).

compound,PERK inhibitor,Wee1 stabilizer,S1P4 agonist,MDM2 E3 inh,Ba/F3 V617F tox,eIF4E-4G inh,NPY2 pot ag,S1P4 antagonist,BaF3 parental
Oc1ccc(Br)cc1CNn1cnnc1,0.4,-1.6,1.7,-0.1,-0.3,-2.9,10.2,-4.6,5.7
C/C(CC(=O)N1CCN(C=O)CC1)=N\NC(=O)c1cc2ccccc2cc1O,0.3,1.0,-0.8,-8.0,-0.3,2.9,-3.4,1.4,2.6
O=C(O)c1ccccc1SC1CC(=O)N(c2ccccc2)C1=O (stereo not drawn),0.5,-3.4,0.9,-11.3,0.7,-4.1,11.9,-9.3,1.1
CC(C)(C)OC(=O)NCCCC[C@H](NC(=O)c1nc[nH]c1C(=O)N1CCN(C(=O)OC(C)(C)C)CC1)C(=O)OC(C)(C)C,0.3,5.0,-0.1,.,3.7,1.1,-15.0,-10.8,-6.3
Cc1ccc(CC(=O)NCCS(=O)c2ccc(C)cc2)cc1 (stereo not drawn),-0.1,1.5,0.3,-23.9,0.3,4.8,5.6,-9.7,2.8
COc1ccccc1NC(=O)COC(=O)Cc1cccs1,1.5,-1.0,0.6,22.3,-0.2,1.8,6.5,-1.8,5.8
Cc1ccc(NC(=O)Cn2cc(S(=O)(=O)c3ccc(F)cc3)c(=O)c3cc(F)ccc32)cc1,0.3,-0.5,1.0,.,-3.5,3.4[fluorescence artefact?],0.1,11.1,-0.6
CCC(CC)c1nnc(NS(=O)(=O)Cc2ccccc2)s1,-0.1,1.0,4.4,1.4,-0.6,11.5[fluorescence artefact?],-0.7,-4.0,3.0
CCN1C(=O)C(C)S/C1=N\S(=O)(=O)c1ccc(F)cc1 (stereo not drawn),-0.8,-1.9,-0.3,10.1,4.1,3.2,-17.0,-6.5,5.4
Cc1csc(SCc2ccc(C(=O)O)cc2)n1,1.0,1.3,2.5,-10.8,1.6,-0.7,-13.3,-9.4,1.7
CC(=O)Nc1cccc(S(C)(=O)=O)c1,0.9,-1.5,0.5,-3.8,-0.3,-10.4,12.6,2.7,4.2
CCOC(=O)c1cc(C)[nH]c(=O)c1C#N,1.0,3.2,1.4,-8.9,2.2,0.7,-14.2,5.6,-0.4

Remaining list, next part
compound,PERK inhibitor,Wee1 stabilizer,S1P4 agonist,MDM2 E3 inh,Ba/F3 V617F tox,eIF4E-4G inh,NPY2 pot ag,S1P4 antagonist,BaF3 parental
CC(/C=N/NC(=O)c1cc(C(C)C)[nH]n1)=C\c1ccccc1,-0.4,0.1,-0.6,-16.1,5.2,1.9,-10.8,-3.2,4.7
Cc1ccc(/C=C/C(=O)OC(C)C(=O)Nc2ccc(Cl)cn2)o1 (stereo not drawn),-0.1,-1.6,-0.7,-0.9,-0.9,-4.4,-1.1,-6.9,4.7
O=C1Nc2ccc([N+](=O)[O-])cc2OC1CCN1CCCC1 (stereo not drawn),0.4,3.7,0.4,-24.4,5.2,-1.1,2.2,-5.6,7.8
C=CCCC1(C)C(=O)N(c2ccccc2)c2ccccc21 (stereo not drawn),0.7,3.4,1.8,5.4,-3.9,21.2[fluorescence artefact?],-3.8,0.0,-2.8
COc1ccccc1NC(=O)c1c(C)oc2c1CCCC2,0.1,-2.4,-3.8,-4.0,-5.5,-3.8,-21.6,-17.5,-1.9
O=C1CC(c2ccco2)Cc2nc(N3CCc4ccccc4C3)ncc21 (stereo not drawn),0.0,-0.7,-1.9,-1.2,-1.1,-7.1,-15.6,-14.6,4.5
CCN(CC(=O)Nc1cccc(F)c1)Cc1nc2ccccc2c(=O)[nH]1,0.0,-2.9,0.9,-5.8,-2.9,-3.4,1.1,-2.1,5.7
CCOC(=O)c1c(N)sc2c1CCCC2=O,2.3,2.6,0.3,-17.3,-3.1,-0.2,-2.3,2.9,-4.0
C=CCn1c(O)c(C=Nc2ccc(Cc3ccncc3)cc2)c(=O)[nH]c1=S,1.6,-1.0,-1.4,-16.7,-2.7,9.4,10.4,11.0,-0.2
CC(C)(C)NC(=O)N1CCCN(c2ccc(C(F)(F)F)cn2)CC1,-1.1,2.2,-0.3,0.4,5.4,-0.6,-16.4,-6.1,1.0
CCOC(=O)c1cnc2c(cnn2C)c1Oc1ccc(OC)cc1,-0.3,1.1,1.6,-15.0,3.8,2.1,4.5,-7.3,-0.4
CC1CCN(C(=S)c2ccc(N(C)C)cc2)CC1,0.2,-0.6,-0.2,-9.6,1.6,1.9,3.4,-7.4,11.4

Continuation:
compound,PERK inhibitor,Wee1 stabilizer,S1P4 agonist,MDM2 E3 inh,Ba/F3 V617F tox,eIF4E-4G inh,NPY2 pot ag,S1P4 antagonist,BaF3 parental
CSc1ccc(/C=N/NC(=O)CN2CCN(Cc3ccc(C)cc3)CC2)cc1,-0.6,-0.3,-1.4,-5.2,2.5,-3.9[fluorescence artefact?],-16.3,-14.1,10.2
CC(=O)c1cccc(NC(=O)Nc2c(C)nn(C)c2C)c1,0.8,-0.9,0.6,14.9,1.5,5.2[fluorescence artefact?],-15.5,-17.6,-0.7
COCc1cc(=O)[nH]c(SCC(=O)c2ccccc2)n1,1.3,2.7,0.6,-22.6,-0.4,2.6,-7.2,-3.4,3.1
O=c1cc(C(F)(F)F)[nH]c2c(OC(F)(F)F)cccc12,-1.1,4.5,1.4,0.6,2.8,3.6,-19.3,9.4,-2.2
CN1CCN(C(=O)CSc2nc3ccc(NC(=O)c4ccccc4F)cc3s2)CC1,-1.0,-0.8,1.0,3.2,-0.7,-2.0,-13.4,6.4,-1.1
CC1CCCN(S(=O)(=O)c2cc(Cl)ccc2Cl)C1 (stereo not drawn),-0.7,2.0,3.6,-2.0,-1.0,1.5,-7.1,-13.4,4.3
COc1ccc(/C(C)=N/Nc2nc3ccccc3nc2C)cc1,-0.1,1.7,-0.5,-13.9,-3.5,3.9,2.9,-2.4,2.0
Cc1cc(C)cc(OCC(=O)Nc2nonc2NC(=O)COc2cc(C)cc(C)c2)c1,-0.1,-1.1,1.5,-7.2,-1.2,-43.2,3.6,2.8,-3.1
COC(=O)CSc1nc(SCc2ccccc2Cl)nc2c1CCCC2,0.2,-2.6,-0.7,3.0,4.3,7.1,-9.4,9.3,9.0
COc1ccc(C(=O)Nc2ccc(C3=NNC(=O)CC3C)cc2NC(=O)c2ccc(OC)cc2)cc1 (stereo not drawn),0.1,-0.9,-0.6,-15.5,4.6,-2.7,-23.5,-16.0,1.9
CC(CN1CCCCC1)C(=O)NN (stereo not drawn),0.9,-1.3,1.5,-6.9,-0.1,0.1,-3.5,16.2,10.1
COc1ccc(N2CCN(CC(O)c3c[nH]c4ccc(OC)cc34)CC2C)cc1 (stereo not drawn),-1.0,2.8,0.6,-8.2,8.1,0.1,-1.0,-1.6,6.7

Additional entries follow:
compound,PERK inhibitor,Wee1 stabilizer,S1P4 agonist,MDM2 E3 inh,Ba/F3 V617F tox,eIF4E-4G inh,NPY2 pot ag,S1P4 antagonist,BaF3 parental
O=C1N=NC2=C1c1c3ccccc3c(O)n1CC2,1.0,0.2,0.8,6.4,0.6,3.6,4.4,4.5,-2.9
CN(CC(=O)NCc1cccc(F)c1)C(=O)c1ccco1,1.0,-5.0,0.3,-10.1,6.2,9.7,-6.2,-10.5,-0.7
O=C(Cn1cnc2ccccc21)N/N=C/c1ccc([N+](=O)[O-])cc1,0.5,2.1,-0.5,-15.7,-1.6,1.5,-3.7,-3.4,6.3
Cc1cc2nnc(SCCCCN3C(=O)c4ccccc4C3=O)n2c2ccccc12,-0.4,-1.2,-4.1,-5.7,5.2,-0.2,-13.7,-30.4,3.8
O=C(Cn1nnc(-c2cccc(C(F)(F)F)c2)n1)NNS(=O)(=O)c1cccc(C(F)(F)F)c1,0.9,-2.4,-3.7,-7.9,-2.1,3.5,-0.8,2.3,-3.2
O=C(OCC(O)C(O)COC(=O)c1ccccc1)c1ccccc1 (stereo not drawn),0.9,-1.9,0.9,-25.6,-3.0,1.2,8.0,-6.7,-2.0
FC(F)(F)c1nnc2ccc(Sc3ccccn3)nn12,0.1,-1.2,1.4,-3.0,-1.3,8.2,10.9,-17.8,7.2
CC(C)c1ccc(OCc2cccc(C(=O)N/N=C/c3cccnc3)c2)cc1,-0.4,1.5,5.9,33.5*,-4.5,1.0,-11.3,0.6,3.9
O=C(Nc1ccccc1NC(=O)c1c(F)c(F)c(F)c(F)c1F)c1c(F)c(F)c(F)c(F)c1F,-0.3,3.0,1.0,-9.3,1.1,-4.5,-10.3,-9.5,1.4
Cc1coc(NC(=O)CSc2nc(-c3ccncc3)cc(C(F)(F)F)c2C#N)n1,0.5,5.5,-0.8,-0.5,1.4,-4.3,16.9,12.0,4.0
COCCNC(=O)c1onc(CSc2ccc(C(C)C)cc2)c1C(=O)O,-0.4,-3.5,-3.0,-14.9,-4.2,4.2,-10.3,15.9,-2.0
COC(=O)CCC(=O)NC(=S)Nc1c(C)cccc1C,0.9,4.0,4.9,-1.2,0.9,-2.4,-7.3,-8.8,5.3

Further structures.
compound,PERK inhibitor,Wee1 stabilizer,S1P4 agonist,MDM2 E3 inh,Ba/F3 V617F tox,eIF4E-4G inh,NPY2 pot ag,S1P4 antagonist,BaF3 parental
COC(=O)COc1ccc(S(=O)(=O)N2CCN(c3ccccc3F)CC2)cc1,0.3,-0.2,1.6,-11.4,-4.0,4.2,36.1*,29.3*,-1.9
O=C(O)CC1(CC(=O)Nc2ccc3c(c2)OCCCO3)CCCCC1,2.1,-1.5,1.7,-13.6,-1.4,-1.9,-0.9,4.6,-1.6
CC1CN(C(c2ccco2)c2sc3ncnn3c2O)CC(C)O1 (stereo not drawn),2.2,0.0,0.8,-15.2,-2.5,-0.6,9.8,-20.2,5.6
N#Cc1nc(Cc2ccccc2)oc1N1CCC(C(N)=O)CC1,-0.6,-0.3,0.4,-0.2,5.2,6.2,-1.8,-22.3,3.9
CC(C)(C)c1ccc(C(=O)N/C(N)=N/c2nc3ccccc3o2)cc1,0.0,4.0,0.7,5.0,1.2,3.1,-4.2,-1.3,6.2
COc1ccc(-c2cc(C(F)(F)F)n3ncc(C(=O)N4CCc5ccccc5C4)c3n2)cc1,-0.6,-0.4,3.4,-1.4,-0.7,3.5,1.0,-8.8,3.3
C=CCNC(=O)CC(=O)N/N=C/c1ccc(F)cc1,0.9,-3.9,1.1,-10.7,-0.6,-1.1,0.2,-12.0,2.1
CNc1nc(C)nc(-n2nc(C)cc2C)n1,0.5,0.6,0.0,0.3,0.1,3.3,14.0,2.0,7.4

From PubChem BioAssay
